SR-BI DiI-HDL act: activators of SR-BI mediated HDL lipid uptake | activation, % at 12.5 µM | actives 0.096% (n = 320,000) | CHO ldlA[mSR-BI] cells, DiI-HDL uptake fluorescence, 3 h; 100 = double the neutral-control signal;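 active = mean replicate activation of at least 60% and every replicate at or above 60%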;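 note: 0% = median plate neutral-control signal and 100% = twice that signal; values of inactives mirror those of a sister screen read the other way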
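Material – SR-BI-overexpressing, LDLR-lacking CHO cells · Medium – BSA-supplemented, HEPES-buffered Ham's F12, pH 7.4 · Doses – single concentration · Times – compound with DiI-HDL co-incubation, 3 h at 37 °C · Measured by – bottom-read fluorescence, 550/595 nm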
CAL PDZ FP-1: inhibitors of human CAL PDZ peptide binding; Q9HD26; purified CAL PDZ, TMR-peptide fluorescence polarization, 1 h; inhibition, % at 24.9 µM; actives 0.92% (n = 300,000); AID 602252;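 active = mean inhibition of at least 30% with at least half of replicates also reaching 30%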;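 note: 0% = DMSO neutral control and 100% = excess unlabeled competitor peptide PRC23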
phage Ecoli inh: E. coli growth loss with phage present | AID 651602 | inhibition, % at 11.9 µM | growth absorbance | actives 0.26% (n = 360,000); in the data active = inhibition above about 11%
MITF TRPM1 HTS: MITF TRPM1 promoter activation in melanoma cells. SK-MEL-5 TRPM1-promoter luciferase, 24 h; % of positive control, neutral wells = 0. activation, % at 12.5 µM. actives 0.75% (n = 300,000);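 active = mean activation of at least 80% with every replicate also reaching 80%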;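 note: 0% = neutral control wells and 100% = parthenolide positive control wells; values of inactives mirror those of a sister screen read the other way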
CAL PDZ FP-2: blocks peptide binding to human CAL PDZ domain. Q9HD26. purified CAL PDZ, TMR-peptide fluorescence polarization, 1 h. inhibition, % at 20 µM. actives 0.02% (n = 330,000). AID 504414;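 active = highest replicate inhibition of at least 40%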;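 note: plate controls were DMSO neutral control wells for no effect and unlabeled competitor peptide control wells for full effect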
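Material: tagged CAL PDZ protein CerCALP, purified; buffer or medium: sodium phosphate/NaCl buffer pH 7.4 with TCEP, IgG, Thesit; also added: fluorescent TMR peptide probe; schedule: 1 h incubation at room temperature before polarization reading; technique: fluorescence polarization from S- and P-plane intensities, G-factor corrected; control set: unlabelled peptide and DMSO controls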
SR-BI DiI inh: mouse SR-BI HDL lipid transfer inhibition | ldlA[mSR-BI] CHO cells, DiI-HDL uptake fluorescence, 3 h | AID 488896 | actives 0.96% (n = 320,000) | inhibition, % at 12.5 µM;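 active = mean replicate inhibition of at least 70% and a set share of replicates each scoring 70 or more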;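 note: 0% = median of neutral control wells and 100% = median of positive control wells; values of inactives mirror those of a sister screen read the other way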
Target sequence (Q61009 whole entry, looked up): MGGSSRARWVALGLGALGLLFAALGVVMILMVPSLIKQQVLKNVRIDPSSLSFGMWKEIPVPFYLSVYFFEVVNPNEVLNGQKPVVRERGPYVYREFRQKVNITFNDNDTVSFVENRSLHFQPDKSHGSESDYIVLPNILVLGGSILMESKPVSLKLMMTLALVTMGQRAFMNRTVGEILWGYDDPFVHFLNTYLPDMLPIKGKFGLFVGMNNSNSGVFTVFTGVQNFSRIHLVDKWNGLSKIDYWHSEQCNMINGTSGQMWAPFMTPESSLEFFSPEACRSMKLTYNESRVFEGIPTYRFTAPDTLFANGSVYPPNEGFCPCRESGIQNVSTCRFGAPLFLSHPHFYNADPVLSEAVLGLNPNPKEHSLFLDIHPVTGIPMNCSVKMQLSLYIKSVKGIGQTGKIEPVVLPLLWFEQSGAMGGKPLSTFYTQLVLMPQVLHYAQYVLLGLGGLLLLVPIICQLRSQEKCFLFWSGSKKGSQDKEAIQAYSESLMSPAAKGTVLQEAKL
E coli growth: counter-screen for AddAB inhibitors: E. coli growth inhibition | E. coli V3065 growth, OD600 absorbance, 18 h | inhibition, % at 11.9 µM | actives 0.27% (n = 330,000);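 active = inhibition above the campaign's mean inhibition across all tested compounds plus 3 SD, cut at about 9.9% in these data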;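 note: uninfected addAB+ strain grown without phage in ampicillin broth; 0% = DMSO wells and 100% = ciprofloxacin 0.95 µg/ml wells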
AddAB inh: less growth of phage-infected E. coli with AddAB. AID 435030. E. coli expressing H. pylori AddAB, absorbance growth. inhibition, % at 11.9 µM. actives 0.29% (n = 330,000); in the data active = inhibition above about 12%;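 note: 0% = vehicle wells of infected cells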
Tat export inh: inhibitors of E. coli Tat protein transport; E. coli MC4100 TorA-mCherry Tat export, fluorescence; inhibition, % at 10 µM; actives 0.036% (n = 340,000); AID 488895;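 active = mean replicate inhibition at least 50% and at least half of replicates individually reaching 50%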;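 note: exported cargo escapes ClpAP degradation while cytoplasmic cargo is degraded and loses fluorescence; 0% = median of neutral control wells and 100% = median of NaSCN control wells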
Wnt act: Wnt/beta-catenin pathway activation | Wnt/beta-catenin reporter cell assay, activator, plate reader | activation, % at 9.35 µM | actives 1.2% (n = 300,000) | AID 743398; in the data active = activation above about 30%, passing the limit was not always enough;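 note: 0% = neutral control wells and 100% = positive control wells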
Active calls of the source: *.

Screening CCCCCc1ccc(C(=O)CCC(=O)OCC(=O)N(CC)c2c(N)n(Cc3ccccc3)c(=O)[nH]c2=O)cc1 returned SR-BI DiI-HDL act 2, CAL PDZ FP-1 -3, phage Ecoli inh 0.0, MITF TRPM1 HTS -11, CAL PDZ FP-2 -2.1, SR-BI DiI inh -2, Tat export inh 6 and Wnt act -7.
`COc1ccc(N2C(=O)CC(N3CCC(c4nc5ccccc5[nH]4)CC3)C2=O)cc1` (centres undefined) gave SR-BI DiI-HDL act -9, CAL PDZ FP-1 7, phage Ecoli inh 3.4, MITF TRPM1 HTS -6, CAL PDZ FP-2 0.1, SR-BI DiI inh 9, E coli growth -1.1, AddAB inh -1.6, Tat export inh -11 and Wnt act -6.
Cc1ccc(F)cc1NCC(=O)Nc1ccc(Cl)cc1F was read as SR-BI DiI-HDL act -8, CAL PDZ FP-1 -3, phage Ecoli inh 3.5, MITF TRPM1 HTS 9, CAL PDZ FP-2 0.0, SR-BI DiI inh 8, E coli growth 2.2, AddAB inh 0.5 and Tat export inh -7.
Cc1ccc(C(=O)Nc2ccc(S(=O)(=O)N3CCN(C)CC3)cc2)o1 was read as SR-BI DiI-HDL act 11, MITF TRPM1 HTS 5, CAL PDZ FP-2 1.5, SR-BI DiI inh -11, E coli growth -2.7, AddAB inh -2.1, Tat export inh 23 and Wnt act 0.
`CCOC(=O)c1ccc(NC(=O)CCNS(=O)(=O)c2cccs2)cc1` gave CAL PDZ FP-1 -1, phage Ecoli inh 2.7, MITF TRPM1 HTS 4, CAL PDZ FP-2 -0.6, E coli growth 0.4, AddAB inh 1.7, Tat export inh 4 and Wnt act -1.
`CC[C@H]1OC(=O)[C@H](C)[C@@H](O[C@H]2C[C@@](C)(OC)[C@@H](O)[C@H](C)O2)[C@H](C)[C@@H](O[C@@H]2O[C@H](C)C[C@H](N(C)C)[C@H]2O)[C@](C)(O)C[C@@H](C)[C@@H]2N[C@@H](COCCOC)O[C@H]([C@H]2C)[C@]1(C)O` gave SR-BI DiI-HDL act 5, CAL PDZ FP-1 -5, phage Ecoli inh 39*, MITF TRPM1 HTS 5, CAL PDZ FP-2 0.0, SR-BI DiI inh 5, E coli growth 40*, AddAB inh 41*, Tat export inh 4 and Wnt act 0.
`Cc1nc(N2CCN(c3ccccn3)CC2)c2c(C)c(C(=O)Nc3ccc(F)cc3Cl)sc2n1` gave SR-BI DiI-HDL act 1, CAL PDZ FP-1 -3, phage Ecoli inh 0.6, MITF TRPM1 HTS 17, CAL PDZ FP-2 -1.3, SR-BI DiI inh -1, E coli growth -3.0, AddAB inh -0.7, Tat export inh 2 and Wnt act 2.
`CCOc1ccc2[nH]c(=O)c(CN(Cc3cccs3)C(CC)c3nnnn3C(C)(C)CC)cc2c1` (centres undefined) gave SR-BI DiI-HDL act -22, CAL PDZ FP-1 -6, phage Ecoli inh 2.6, MITF TRPM1 HTS -15, CAL PDZ FP-2 -0.5, SR-BI DiI inh 22, Tat export inh 3 and Wnt act -2.
For CCOC(=O)C1CCCN(Cc2cc(=O)oc3cc(C)c(C(C)C)cc23)C1 (centres undefined) the results were SR-BI DiI-HDL act -11, CAL PDZ FP-1 -5, phage Ecoli inh 2.4, MITF TRPM1 HTS -5, CAL PDZ FP-2 0.2, SR-BI DiI inh 11, E coli growth -2.5, AddAB inh -1.4, Tat export inh 12 and Wnt act -2.
CCOC(=O)NC(=S)Nc1ccc(OC)cc1 was read as SR-BI DiI-HDL act 5, CAL PDZ FP-1 3, phage Ecoli inh 1.7, MITF TRPM1 HTS 35, CAL PDZ FP-2 -3.3, SR-BI DiI inh -5, E coli growth -0.6, AddAB inh 2.2, Tat export inh 20 and Wnt act -2.
`[O-]C(=C(C(=S)Nc1cccc2ccccc12)[n+]1ccccc1)c1ccc2c(c1)OCCO2` gave SR-BI DiI-HDL act -6, CAL PDZ FP-1 -1, MITF TRPM1 HTS -17, CAL PDZ FP-2 -0.4, SR-BI DiI inh 6 and Tat export inh -8.
For CCN1CCN(CCCNC(=O)C2CCN(c3nnc(-n4cccc4)s3)CC2)CC1 the results were SR-BI DiI-HDL act 26, phage Ecoli inh 2.4, MITF TRPM1 HTS 3, CAL PDZ FP-2 0.1, SR-BI DiI inh -26, E coli growth -0.9, AddAB inh -0.5, Tat export inh -2 and Wnt act -2.
CN=c1scc(-c2ccccc2F)n1/N=C(\C)c1cccnc1 was read as SR-BI DiI-HDL act -33, CAL PDZ FP-1 -1, phage Ecoli inh 3.5, MITF TRPM1 HTS 17, CAL PDZ FP-2 0.6, SR-BI DiI inh 33, E coli growth -0.5, AddAB inh 3.9, Tat export inh 6 and Wnt act 19.
O=C(Cc1cccs1)N[C@@H]1c2ccccc2CC[C@@H]1OCc1ccccc1 was read as SR-BI DiI-HDL act 2, CAL PDZ FP-1 -3, phage Ecoli inh 3.0, MITF TRPM1 HTS 8, CAL PDZ FP-2 0.7, SR-BI DiI inh -1, E coli growth 1.1, AddAB inh -0.7, Tat export inh -2 and Wnt act -1.
For CC1(C)CC(=O)CC2(C1)NCC(c1ccccc1)c1c2[nH]c2ccccc12 (centres undefined) the results were SR-BI DiI-HDL act -11, CAL PDZ FP-1 -3, phage Ecoli inh 3.2, MITF TRPM1 HTS -10, CAL PDZ FP-2 -1.6, SR-BI DiI inh 11, E coli growth -3.1, AddAB inh 1.7, Tat export inh 0 and Wnt act -1.
Screening O=C1/C(=C/c2ccccc2)N=C(N2CCOCC2)N1c1cccc(Cl)c1 returned SR-BI DiI-HDL act -63, phage Ecoli inh 1.5, MITF TRPM1 HTS 0, CAL PDZ FP-2 -1.4, SR-BI DiI inh 63, E coli growth 0.1, AddAB inh 1.3, Tat export inh -4 and Wnt act -3.
`O=C(NCC(c1ccco1)N1CCCC1)c1cc2ccccc2s1` (centres undefined) gave SR-BI DiI-HDL act 0, CAL PDZ FP-1 -4, phage Ecoli inh 1.6, MITF TRPM1 HTS 4, CAL PDZ FP-2 -2.2, SR-BI DiI inh 0, E coli growth -2.6, AddAB inh 0.9, Tat export inh -4 and Wnt act 13.
For Cc1cc(N/N=C/c2ccccc2)nc(N)n1 the results were SR-BI DiI-HDL act 8, CAL PDZ FP-1 -4, phage Ecoli inh 7.2, MITF TRPM1 HTS 54, CAL PDZ FP-2 -0.6, SR-BI DiI inh -8, E coli growth 4.4, AddAB inh 3.0, Tat export inh 2 and Wnt act 9.
`O=[N+]([O-])c1ccc(OCCO)nc1` gave SR-BI DiI-HDL act 12, CAL PDZ FP-1 -1, phage Ecoli inh 3.9, MITF TRPM1 HTS -2, CAL PDZ FP-2 -0.8, SR-BI DiI inh -12, E coli growth -0.5, AddAB inh 4.1, Tat export inh 3 and Wnt act -2.
For CN1CCN(CCC(=O)Nc2ccc(C3CCCC3)cc2)CC1 the results were SR-BI DiI-HDL act 7, CAL PDZ FP-1 1, phage Ecoli inh 1.5, MITF TRPM1 HTS 11, CAL PDZ FP-2 -2.7, SR-BI DiI inh -7, E coli growth -0.4, AddAB inh 2.8, Tat export inh 2 and Wnt act -2.

Molecules shown so far that contain a furan ring, fused or not, in the order listed:
Cc1ccc(C(=O)Nc2ccc(S(=O)(=O)N3CCN(C)CC3)cc2)o1 was read as SR-BI DiI-HDL act 11, MITF TRPM1 HTS 5, CAL PDZ FP-2 1.5, SR-BI DiI inh -11, E coli growth -2.7, AddAB inh -2.1, Tat export inh 23 and Wnt act 0.
`O=C(NCC(c1ccco1)N1CCCC1)c1cc2ccccc2s1` (centres undefined) gave SR-BI DiI-HDL act 0, CAL PDZ FP-1 -4, phage Ecoli inh 1.6, MITF TRPM1 HTS 4, CAL PDZ FP-2 -2.2, SR-BI DiI inh 0, E coli growth -2.6, AddAB inh 0.9, Tat export inh -4 and Wnt act 13.

Further entries:
`O=C(CCc1nc(-c2ccccc2)no1)Nc1cc(C(F)(F)F)ccc1Cl` gave SR-BI DiI-HDL act -7, CAL PDZ FP-1 -1, phage Ecoli inh 1.7, CAL PDZ FP-2 -2.2, SR-BI DiI inh 7, E coli growth -0.7, AddAB inh 3.8, Tat export inh -4 and Wnt act -1.
Cc1ccccc1NC(=O)CN1C(=O)NC2(CCCCCCC2)C1=O was read as SR-BI DiI-HDL act 8, CAL PDZ FP-1 -3, phage Ecoli inh -0.5, MITF TRPM1 HTS 3, CAL PDZ FP-2 0.1, SR-BI DiI inh -8, Tat export inh 4 and Wnt act -2.
Screening O=C(CNC(=O)c1ccccc1)Oc1ccc([N+](=O)[O-])cc1 returned SR-BI DiI-HDL act 4, CAL PDZ FP-1 -1, phage Ecoli inh 1.6, MITF TRPM1 HTS 5, CAL PDZ FP-2 -1.8, SR-BI DiI inh -4, E coli growth -1.1, AddAB inh 2.2, Tat export inh 0 and Wnt act -1.
CCOC(=O)C1CCCN(C(=O)c2cc(-c3ccc(C)cc3)on2)C1 (centres undefined) was read as SR-BI DiI-HDL act 1, CAL PDZ FP-1 -1, phage Ecoli inh 1.9, MITF TRPM1 HTS 9, CAL PDZ FP-2 -2.3, SR-BI DiI inh -1, E coli growth 1.9, AddAB inh -1.2, Tat export inh -2 and Wnt act 27.
For CN(C(=O)Cc1c[nH]c2ccccc12)C(C(=O)Nc1ccc2c(c1)OCO2)c1ccccc1 (centres undefined) the results were SR-BI DiI-HDL act 4, phage Ecoli inh 3.5, MITF TRPM1 HTS -9, CAL PDZ FP-2 0.6, SR-BI DiI inh -4, E coli growth -1.2, AddAB inh 3.0, Tat export inh 5 and Wnt act 8.
Cc1nc2ccccc2c2oc(C(=O)NCC3CCCO3)cc12 (centres undefined) was read as SR-BI DiI-HDL act 13, phage Ecoli inh 2.1, MITF TRPM1 HTS 2, CAL PDZ FP-2 0.2, SR-BI DiI inh -13, E coli growth -0.3, AddAB inh 1.8, Tat export inh 2 and Wnt act -2.
For Cc1ccc2[nH]c(=O)c(CN(Cc3cccnc3)C(=O)c3ccncc3)cc2c1 the results were SR-BI DiI-HDL act -3, CAL PDZ FP-1 -4, phage Ecoli inh 2.2, CAL PDZ FP-2 -0.6, SR-BI DiI inh 3, E coli growth 2.0, AddAB inh 3.7 and Tat export inh -4.
For O=c1c2sccc2nc(SCc2cc(=O)n3cc(Cl)ccc3n2)n1-c1ccc(F)cc1 the results were SR-BI DiI-HDL act 15, phage Ecoli inh 2.5, MITF TRPM1 HTS -6, CAL PDZ FP-2 0.5, SR-BI DiI inh -15, E coli growth -0.9, AddAB inh 2.8, Tat export inh -2 and Wnt act -3.
`Cc1ncc(CO)c(/C=N/Nc2ccc(C(F)(F)F)cn2)c1O` gave SR-BI DiI-HDL act 0, CAL PDZ FP-1 -2, phage Ecoli inh 0.7, MITF TRPM1 HTS -54, CAL PDZ FP-2 -1.7, SR-BI DiI inh 0, E coli growth -4.3, AddAB inh -0.7, Tat export inh 4 and Wnt act -1.
For Cc1ccc(-c2cn3cc([N+](=O)[O-])ccc3n2)cc1 the results were SR-BI DiI-HDL act -32, CAL PDZ FP-1 -4, phage Ecoli inh 2.3, MITF TRPM1 HTS -48, CAL PDZ FP-2 -0.6, SR-BI DiI inh 32, E coli growth -2.0, AddAB inh 1.8 and Tat export inh -2.

Screens from PubChem BioAssay.
